# Screening results from PubChem BioAssay.
# GPR35 arrestin U2OS: inhibition of zaprinast-stimulated GPR35 beta-arrestin translocation – imaging, U2OS, beta-arrestin-GFP, zaprinast agonist, primary screen (AID 2058); U2OS GPR35 beta-arrestin-GFP translocation imaging, zaprinast antagonism; higher % means a stronger effect; inhibition, % at 10 µM, or IC50 in µM where a hit was titrated; hit rate 0.052% among 290,000;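 active = inhibition of at least 50% with at least 30 cells and total cytoplasm GFP at most 10,000,000; inconclusive = under 30 cells or total GFP of 10,000,000 plus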
# NOD1 NF-kB reporter: NOD1 signaling inhibitors, primary screen, cell-based, luminescence, uHTS (AID 1578); NOD1-driven NF-kB luciferase reporter cells, luminescence; higher % means a stronger effect; inhibition, % at 4 µM; hits with a dose series show EC50 in µM; hit rate 1% among 290,000; in the data active = inhibition mostly above about 36%, no sharp cut-off; inactive = mostly below about 34%;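 note: HEK-293T reporter cells stimulated with the NOD1 agonist gamma-tri-DAP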
# West Nile virus CPE: inhibition of WNV-induced cytopathic effect – cell-based, CPE readout (AID 1621). hit rate 0.02% among 290,000. CPE inhibition, % at 10 µM, or IC50 in µM where a hit was titrated. West Nile virus-infected cells, CPE inhibition; higher % means a stronger effect; in the data active = a potency from the dose series; inconclusive = CPE inhibition mostly from about 3.7% at the one dose, without a potency; inactive = the rest, 99 in 100 with CPE inhibition below about 2.2%; note: strong numbers were not always called active
# KOR beta-arrestin-1: kappa opioid receptor blockers – cell-based, luminescence, uHTS (AID 1778); hit rate 0.091% among 290,000; KOR beta-arrestin recruitment, luminescence, antagonist mode; higher % means a stronger effect; inhibition, % at 10 µM, or IC50 in µM where a hit was titrated; in the data active = inhibition above about 50%; note: strong numbers were not always called active
# HIV fusion peptide: inhibitors of HIV fusion peptide binding, primary screen, biochemical, uHTS, fluorescence dequenching (AID 1986); cell-free peptide binding, fluorescence dequenching, 30 min; higher % means a stronger effect; inhibition, % at 20 µM; hits with a dose series show IC50 in µM; hit rate 0.3% among 290,000; in the data active = inhibition mostly above about 52%, no sharp cut-off; inactive = mostly below about 76%; note: some results filed as inactive read as strong as hits
# NS5 inhibitors: flavivirus cap methylation enzyme inhibition – biochemical, confirmation dose response, primary screen (AID 588689). hit rate 0.3% among 340,000. Dengue-2 NS5 methyltransferase capping enzyme assay, biochemical; higher % means a stronger effect. inhibition, % at 25 µM, or IC50 in µM where a hit was titrated; in the data active = a potency from the dose series; inconclusive = inhibition above about 29% without an active follow-up result
# KOR beta-arrestin-2: KOR agonists, beta-arrestin recruitment, primary screen, cell-based, luminescence, uHTS (AID 1777); KOR beta-arrestin recruitment, luminescence; higher % means a stronger effect; hit rate 0.02% among 280,000; one-dose activation, % at 10 µM; EC50 in µM for titrated hits; in the data active = activation above about 50%, passing the limit was not always enough; note: a part of the inactive calls stands beside numbers as strong as those of hits
# GPR55 beta-arrestin: selective activators of receptor GPR55 – imaging, U2OS cells, beta-arrestin-GFP redistribution, primary screen (AID 1961); U2OS GPR55 beta-arrestin-GFP redistribution imaging; higher % means a stronger effect; activation, % at 10 µM; hits with a dose series show EC50 in µM; hit rate 0.048% among 290,000;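 active = activation above 40% with more than 50 cells counted in the well; inconclusive = wells holding fewer than 50 cells, flagged as toxic or sparse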;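 note: U2OS osteosarcoma cells stably expressing GPR55 and beta-arrestin-GFP; plate controls were DMSO negative control for no effect and LPI positive control for full effect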
# GPR55 LPI antagonism: GPR55 antagonists blocking LPI-driven arrestin recruitment, primary screen, imaging, U2OS, beta-arrestin-GFP, LPI agonist (AID 2013); U2OS GPR55 beta-arrestin-GFP translocation imaging, LPI antagonism; higher % means a stronger effect; inhibition, % at 10 µM; hits with a dose series show IC50 in µM; hit rate 0.13% among 290,000;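 active = spots per cell inhibited over 60%, with over 100 cells counted and total cytoplasm intensity under 500,000; inconclusive = wells with under 100 cells, flagged as likely toxic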;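 note: U2OS cells stably carrying GPR55 and arrestin-GFP stimulated by 5 µM LPI near EC80; imaged beta-arrestin-GFP aggregate spots per cell after agonist stimulation; plate controls were LPI-stimulated DMSO wells for no effect and DMSO wells without LPI for full effect; some results filed as inactive read as strong as hits; confirmed hits need IC50 under 10 µM and bright autofluorescent wells are also inconclusive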
# * hit, by the source's call; ? = inconclusive; / = not tested or not shown; [ ] = dose if it differs, or a comment. A portion of the library; count on the stated rates, not on these rows.
SMILES,GPR35 arrestin U2OS,NOD1 NF-kB reporter,West Nile virus CPE,KOR beta-arrestin-1,HIV fusion peptide,NS5 inhibitors,KOR beta-arrestin-2,GPR55 beta-arrestin,GPR55 LPI antagonism
CCCC(=O)Nc1ccc(NC(=S)NC(=O)c2cccs2)cc1,-5%,1%,-0.6%,-20%[20 µM],13%,20%,-8.2%,-0.1%,16%
Cc1occc1C(=O)Nc1cccc([N+](=O)[O-])c1,-2%,-49%,-1.2%,0%,-0.1%,0%,4.1%,-0.2%,14%
COc1cccc(NC(=S)NC(C)c2ccc(OC)c(OC)c2)c1 (centres undefined),-11%,-29%,-0.3%,-1%,-0.8%,-7%,-6.2%,-0.2%,-4%
COC(=O)c1ccc(NC(=O)c2cccc(C)c2)cc1,6%,-8%,0.0%,8%,2.9%,0%,8.9%,-0.1%,-8%
Cc1ccc(-n2c(SCC(=O)N/N=C/c3c(C)nn(-c4ccccc4)c3C)nc3ccccc3c2=O)cc1,-13%,-29%,/,-36%,-4.5%,-1%,1.7%,0.8%,23%
Cn1cccc1/C=N/NC(=O)c1cc(-c2cccs2)nc2ccccc12,2%,-9%,-0.6%,-27%,2.0%,2%,1.2%,-0.2%,-4%
Cc1cc(C(=O)NCc2ccc(S(N)(=O)=O)cc2)cs1,9%,-19%,0.5%,-16%,0.3%,-1%,2.8%,-0.1%,4%
COc1ccc(CC(=O)NCC2CCCN(Cc3ccc(OC(F)(F)F)cc3)C2)cc1 (centres undefined),3%,-23%,0.1%,16%,-1.3%,-4%,-4.4%,-0.1%,-3%
Cc1ccc(N(C(=O)Cc2c[nH]c3ccccc23)C(C(=O)NC2CCCCC2)c2ccco2)cc1 (centres undefined),5%,-16%,?,34%,-1.9%,-1%,-5.0%,-0.2%,20%
Cc1c(NC(=S)N/N=C/c2cccc(O)c2)c(=O)n(-c2ccccc2)n1C,-9%,-9%,1.0%,10%,0.2%,3%,-1.0%,0.0%,9%
Cc1ccc(OCC(O)CN2CCOCC2)cc1C (centres undefined),8%,-18%,0.1%,-38%[20 µM],-1.1%,-12%,-2.8%,-0.3%,5%
CCOC(=O)c1c(S(=O)(=O)NCc2ccc(C)o2)c(C)n(C)c1C,-21%,-12%,-0.8%,-22%,-0.6%,-1%,1.3%,-0.2%,-4%
O=c1c2ccccc2n2c(-c3cccc(F)c3)nnc2n1Cc1ccccc1,10%,-22%,-0.6%,19%,3.3%,-5%,-1.7%,-0.2%,14%
CCN1CCN(c2c(Cl)cccc2NC(=O)c2ccco2)CC1,12%,14%,-0.1%,-21%,-0.4%,0%,-3.2%,-0.2%,9%
O=C1C(=O)N(CCN2CCOCC2)C(c2ccc(Cl)c(Cl)c2)/C1=C(/O)c1ccc2c(c1)OCO2 (centres undefined),5%,4%,-0.3%,4%,2.6%,-1%,3.4%,-0.1%,-6%
N#Cc1c(N)c(C(=O)c2ccc(Cl)cc2)n2c1CCC2,-7%,2%,0.1%,14%,-0.4%,-3%,26%,-0.2%,3%
CC(C)(C)[C@H]1CCC(=O)N([C@H](CC#N)Cc2ccccc2)CC1,0%,46%,0.0%,-31%[20 µM],0.4%,-5%,0.4%,-0.3%,7%
CCCC(=O)Nc1nc2ccc(OCC)cc2s1,9%,-32%,0.4%,1%,4.7%,0%,-0.3%,0.6%,8%
COc1cccc2cc(C(=O)NCCN3CCOCC3)oc12,4%,-19%,-0.4%,38%,-0.7%,-1%,-2.1%,-0.2%,4%
CCOc1ccc(S(=O)(=O)Nc2cc(Sc3ncn[nH]3)c3oc(=O)sc3c2)cc1,10%,-4%,0.2%,3%,1.0%,/,2.2%,-0.1%,0%
O=C(NC1CCCC1)c1ccc(S(=O)(=O)N2CCCC2)cc1,-10%,-10%,0.6%,25%,-0.8%,2%,-2.3%,0.0%,1%
O=C(OCc1ccc([N+](=O)[O-])cc1Cl)c1cnccn1,10%,7%,-0.4%,5%,-1.1%,-7%,-4.7%,0.6%,7%
C/C(CC1(O)C(=O)N(C)c2ccccc21)=N\O (centres undefined),7%,-15%,-0.3%,15%,-3.3%,-5%,16%,0.1%,-1%
C=CCNC(=O)NC(=O)COC(=O)CC(NC(N)=O)c1ccc(Cl)cc1 (centres undefined),-8%,-30%,0.4%,29%,2.9%,-6%,-2.4%,-0.2%,-2%
COC(=O)c1cc(S(=O)(=O)NC2CCCCC2)cn1C,2%,-13%,-0.2%,-7%,0.7%,0%,-1.7%,-0.1%,20%
CC1=C(C(=O)OCCC#N)C(c2cc3c(cc2Br)OCO3)NC(=O)N1 (centres undefined),13%,3%,-0.7%,-13%[20 µM],-2.0%,-6%,4.0%,-0.1%,3%
CC(C)Cn1cc(C(=O)N2CCN(c3ccccn3)CC2)c2c3ccccc3n(C)c2c1=O,6%,-31%,0.6%,-23%,-1.7%,4%,2.0%,0.0%,1%
CC(C(=O)O)C1SC(=O)NC1=O (centres undefined),4%,-3%,0.0%,-21%,-1.0%,1%,7.1%,-0.1%,1%
Cc1ccc(N(CC(=O)N2CCN(c3ccccc3F)CC2)S(=O)(=O)c2c(C)noc2C)cc1,-7%,36%,-0.2%,1%,0.0%,-9%,8.1%,0.3%,-15%
CCOc1cc(CNCCCN2CCOCC2)cc(Br)c1OCc1ccccc1Cl,38%,-14%,-1.0%,-12%[20 µM],0.9%,-14%,/,-0.1%,0%
Nc1ccc(S(=O)(=O)N2CCCC2C(=O)O)cc1 (centres undefined),-6%,-6%,1.6%,13%,-0.3%,5%,-1.6%,-0.1%,-1%
Cc1cc(C)cc(N2CC34C=CC(O3)C(C(=O)OCC(=O)NCc3ccco3)C4C2=O)c1 (centres undefined),-4%,1%,-1.3%,31%,-0.6%,-3%,-5.7%,0.1%,-5%
CCOC(=O)N1CCN(c2ncnc3scc(-c4ccc(Cl)cc4)c23)CC1,0%,-6%,-0.1%,-17%,-0.2%,-3%,-1.4%,0.0%,-2%
O=C(CN1C(=O)NC2(CCCCC2)C1=O)N1CCc2ccccc2C1,1%,-30%,-0.5%,20%,-1.1%,1%,-5.7%,-0.1%,2%
Cc1ncc(CN2CCC(CO)(Cc3ccccc3)CC2)s1,-6%,-29%,-0.4%,-18%,-0.1%,-2%,-2.4%,-0.2%,0%
COC(=O)C1Cc2c([nH]c3ccccc23)C(C(C)C)N1 (centres undefined),-1%,-8%,-1.1%,7%,1.3%,-3%,-2.5%,0.0%,-4%
Cc1ccc(S(=O)(=O)NCc2csc(-c3cccs3)n2)cc1,-2%,1%,-0.2%,-1%,-1.1%,-10%,0.9%,0.6%,3%
CCOC(=O)CNC(=O)c1ccc2c(c1)OCCO2,4%,-40%,0.1%,11%,-0.9%,-6%,-0.3%,-0.2%,-6%
COc1cc(NS(=O)(=O)c2cc3[nH]c(=O)c(=O)[nH]c3cc2C)cc(OC)c1OC,-16%,-23%,0.1%,5%[20 µM],-3.1%,-1%,0.2%,-0.3%,9%
COc1ccc(NC(=O)c2cncc(Br)c2)cc1S(N)(=O)=O,-13%,-17%,0.1%,23%,-0.5%,-5%,-2.9%,0.9%,-28%
CCOC(=O)C1=C(CN2CCN(c3ccc(F)cc3)CC2)NC(=O)NC1c1cccs1 (centres undefined),-3%,1%,-0.8%,11%,-1.0%,-6%,15%,0.2%,2%
CCc1cccc(NC(=O)CCNS(=O)(=O)c2ccc3[nH]c(=O)oc3c2)c1,-7%,-21%,-0.1%,-16%,-0.7%,-6%,-1.2%,0.3%,9%
CSc1cccc(NC(=O)c2sc3nc4n(c(=O)c3c2C)CCC4)c1,3%,-20%,0.7%,1%,-0.8%,2%,1.7%,-0.2%,-18%
CCOC(=O)CCCc1sc(N)nc1-c1[nH]c(=O)[nH]c1C,-1%,-11%,0.2%,-29%,-0.6%,14%,4.1%,0.7%,-8%
O=C(N/N=C/c1ccc[nH]1)c1ccncc1,-5%,-8%,0.1%,13%,1.9%,-2%,2.2%,0.8%,0%
COc1ccc(OCC(=O)Nc2ccc(S(=O)(=O)Nc3cc(C)nc(C)n3)cc2)cc1,11%,8%,0.6%,5%,-3.6%,-6%,-6.8%,-0.2%,3%
CC(=O)N1CCc2cc(S(=O)(=O)CCC(=O)Nc3ccc(Cl)cc3F)ccc21,14%,-8%,?,-25%,-1.2%,5%,6.7%,-0.1%,1%
Cc1ccc(-c2nc(SCC(=O)Nc3cc(S(=O)(=O)N4CCCCC4)ccc3Cl)n[nH]2)cc1,-13%,37%,?,16%,1.1%,-11%,4.7%,-0.3%,8%
COc1ccc(C2NC(=S)NC(O)(C(F)(F)F)C2C(=O)c2cccs2)cc1 (centres undefined),-6%,-34%,-0.8%,-3%,-0.1%,-8%,-2.2%,0.3%,11%
Cc1ccc(NCCC(=O)c2ccc(Br)cc2)cc1,-27%,-1%,0.7%,-34%,-1.3%,-9%,6.5%,-0.1%,-14%

# Next structures follow:
SMILES,GPR35 arrestin U2OS,NOD1 NF-kB reporter,West Nile virus CPE,KOR beta-arrestin-1,HIV fusion peptide,NS5 inhibitors,KOR beta-arrestin-2,GPR55 beta-arrestin,GPR55 LPI antagonism
O=C(N/N=C\c1cccnc1)C1c2ccccc2Oc2ccccc21,-1%,-16%,-0.2%,-22%,-1.4%,-3%,-2.1%,0.6%,12%
CCCCOC(=O)Nc1ccc(C(N)=O)cc1,2%,-14%,0.9%,-4%,0.7%,3%,-3.6%,0.0%,13%
CC1CCCN(C(=O)C(=O)Nc2ccc3nc4n(c(=O)c3c2)CCCCC4)C1 (centres undefined),2%,-26%,0.1%,4%[20 µM],1.5%,-3%,1.5%,-0.1%,4%
Cc1ccc(NC(=O)Cc2ccc3c(c2)OCCO3)cc1S(=O)(=O)N1CCCCC1,-3%,-8%,0.6%,10%,0.5%,6%,4.7%,-0.1%,-2%
Brc1ccc(-n2c(SCc3nc4ccccc4[nH]3)nnc2-c2ccncc2)cc1,-10%,-8%,-1.0%,-5%,1.2%,-8%,-2.6%,-0.3%,8%
CCOC(=O)C1(CCCc2ccccc2)CCN(Cc2nccn2CC)CC1,52%,0%,-0.5%,-6%,0.1%,5%,-0.7%,-0.3%,-3%
CC1=C/C(=N\OS(=O)(=O)c2ccccc2)C(C)=CC1=O,-17%,-96%,-1.4%,-40%,0.1%,12%,4.7%,-0.1%,6%
O=C(CN1C(=O)COc2ccccc21)N1CCOCC1,6%,-28%,0.8%,-19%,0.6%,10%,1.4%,-0.1%,-1%
